Bioassay records as filed in PubChem.
NCI-60 one-dose screen, 48 h, at 10 µM unless noted. Numbers give growth in % (100 = growth as untreated, 0 = no growth, -100 = all killed).
U251: U251 CNS tumor cells | actives 5.4% (n = 80,000)
OVCAR-8: OVCAR-8 ovarian cancer. actives 4.4% (n = 81,000). AID 1794782
SK-OV-3: SK-OV-3 ovarian cancer cells | actives 3.2% (n = 80,000)
OVCAR-3: OVCAR-3 ovarian cancer. actives 7% (n = 79,000)
PC-3: PC-3 prostate cancer cells; actives 3.9% (n = 80,000)
DU-145: DU-145 prostate cancer. actives 4.2% (n = 81,000). AID 1794760
SF-268: SF-268 CNS cancer cells. actives 3.1% (n = 82,000). AID 1794759
OVCAR-4: OVCAR-4 ovarian cancer cells; actives 3.7% (n = 80,000)
OVCAR-5: OVCAR-5 ovarian cancer; AID 1794783; actives 2.9% (n = 82,000)
Starred values were filed as active, the others as inactive; x = no result given; & = joins results of further samples; [ ] = another dose, or the depositor's remark. The calls were made as follows: active = growth percent below 10; inactive = the rest. Some of the compounds tested; count on the stated rates, not on these rows.

SMILES	U251	OVCAR-8	SK-OV-3	OVCAR-3	PC-3	DU-145	SF-268	OVCAR-4	OVCAR-5
Nc1ccccc1C(=O)OCCc1ccccc1	73&63	101&100	113	105&107	97&98	113&104	102&95	111&100	98&110
ClC(Cl)c1nc2ccccc2[nH]1	93	96	95	103	80	105	101	109	102
COc1ccccc1C=C1C(=O)NC(=S)NC1=O	100	101	101	119	104	121	106	117	94
ClC(Cl)(Cl)Sc1cccc(Br)c1	103	113	105	118	92	127	103	107	102
O=C1CC(=O)N(Cc2ccccc2)C(=O)N1	104	113	110	121	101	119	111	100	113
c1ccc(CN2CO[C@@H]3CCCCC[C@H]32)cc1	x	108	97	111	103	109	105	97	109
CC(=O)OC1CCC2C3CC4C(F)(F)C45C=CCCC5(C)C3CCC12C (configuration not stated)	108	110	113	115	84	113	103	121	105
C[C@H]1[C@@H](CC(=O)N[C@@H](Cc2coc3ccccc23)B(O)O)O[C@@H]2OC3(C)CC[C@H]4[C@H](C)CC[C@@H]1[C@@]24OO3	-14*	-6.7*	-23*	-15*	-26*	22	20	18	-57*
Cn1cc(C=O)c2nccnc21	97	104	101	125	107	118	123	x	120
CCOP1(=O)CC(C)=C(Cl)C(P(=O)(OCC)OCC)C1 (configuration not stated)	101	84	99	95	93	109	107	92	83
Cc1cc(O)ccc1[N+](=O)[O-]	107	101	103	108	95	111	103	112	96
CCCCCCCCCCCCCCCCCC1OC[C@H](COC(=O)O[C@@H](C(=O)O[C@H]2C[C@@]3(O)[C@@H](OC(=O)c4ccccc4)[C@@H]4[C@]5(OC(C)=O)CO[C@@H]5C[C@H](O)[C@@]4(C)C(=O)[C@H](OC(C)=O)C(=C2C)C3(C)C)[C@@H](NC(=O)c2ccccc2)c2ccccc2)O1 (some centres not stated)	47	62	63	32	45	46	73	76	42

The closing 5 records of the part above come first, to join the parts.
SMILES	U251	OVCAR-8	SK-OV-3	OVCAR-3	PC-3	DU-145	SF-268	OVCAR-4	OVCAR-5
C[C@H]1[C@@H](CC(=O)N[C@@H](Cc2coc3ccccc23)B(O)O)O[C@@H]2OC3(C)CC[C@H]4[C@H](C)CC[C@@H]1[C@@]24OO3	-14*	-6.7*	-23*	-15*	-26*	22	20	18	-57*
Cn1cc(C=O)c2nccnc21	97	104	101	125	107	118	123	x	120
CCOP1(=O)CC(C)=C(Cl)C(P(=O)(OCC)OCC)C1 (configuration not stated)	101	84	99	95	93	109	107	92	83
Cc1cc(O)ccc1[N+](=O)[O-]	107	101	103	108	95	111	103	112	96
CCCCCCCCCCCCCCCCCC1OC[C@H](COC(=O)O[C@@H](C(=O)O[C@H]2C[C@@]3(O)[C@@H](OC(=O)c4ccccc4)[C@@H]4[C@]5(OC(C)=O)CO[C@@H]5C[C@H](O)[C@@]4(C)C(=O)[C@H](OC(C)=O)C(=C2C)C3(C)C)[C@@H](NC(=O)c2ccccc2)c2ccccc2)O1 (some centres not stated)	47	62	63	32	45	46	73	76	42
C#Cc1cccc(Oc2ccc(NS(=O)(=O)F)cc2)c1	88[8.25 µM]	94[8.25 µM]	98[8.25 µM]	104[8.25 µM]	88[8.25 µM]	106[8.25 µM]	72[8.25 µM]	111[8.25 µM]	104[8.25 µM]
C=CCOC(N)=O	105	100	108	111	100	112	105	120	108
CN(C(=O)Oc1cccc2ccccc12)C1C=CCC1 (configuration not stated)	97	98	91	100	88	113	88	107	106
CC(C#N)N1CCN(c2cccc(Cl)c2)CC1 (configuration not stated)	100	107	89	113	91	124	109	107	94
CCN(C(=O)OC(C)C)[N+](=O)[O-]	104	99	103	106	101	101	105	112	107
O=C(NCCCCCCN1CC1)Nc1ccccc1	95	91	97	98	85	99	93	110	116
COc1ccc(CCN)cc1OC	105&98	103&99	94&109	108&106	107&104	121&43	113&99	102&95	90&97
CCC(CN(C)C)c1ccccc1 (configuration not stated)	84	107	102	105	104	128	102	118	107
C=CCC1(Cc2ccsc2)C(=O)NC(=O)NC1=O	111	103	110	123	101	109	107	115	106
O=C(N/N=C\c1ccc(N(CCCl)CCCl)cc1[N+](=O)[O-])c1cccnc1	98	94	91	107	101	114	104	104	101
CCOc1cccc(-c2nc3c(s2)C2=CC[C@@H]4[C@H](CC[C@]5(C)C(=O)CC[C@@H]45)[C@@]2(C)CC3)c1	97	104	107	109	99	106	103	99	107
CC(C)(C(Cl)(Cl)[N+](=O)[O-])C(Cl)(Cl)[N+](=O)[O-]	91	95	94	104	84	102	97	105	114
CCC(O)(COC(N)=O)c1ccccc1 (configuration not stated)	104	98	103	113	99	114	113	110	106
Clc1ccc(CSc2ncc(Br)c(N3CC3)n2)c(Cl)c1	98	94	107	95	90	104	93	102	97
CCN(CC)c1ccccc1	112	111	109	112	87	111	106	102	84
CCOC(=O)CC(SP(=S)(OC)OC)C(=O)OCC (configuration not stated)	97	95	115	x	90	x	x	x	103
Cc1ccccc1N	97	106	104	107	99	x	101	110	108
Cc1cc[n+](CCc2ccccc2)cc1	97	99&96	115&116	118&104	101	115&95	108&99	104&90	116&88
COc1cccc(-c2nc3c(s2)C2=CC[C@@H]4[C@H](CC[C@]5(C)C(=O)CC[C@@H]45)[C@@]2(C)CC3)c1	99	102	111	110	93	115	100	102	113
C=CCN=C=S	101	113	110	99	92	99	99	114	102
CNC(=O)Oc1c(C)ccc2ccccc12	103	108	101	109	99	112	102	103	109
CO/N=C1\CC[C@]2(C)[C@H]3CC[C@]4(C)C(=O)CC[C@H]4[C@@H]3C[C@@H]3SC(N)=N[C@@]32C1	105	105	122	86	85	88	94	91	105
CC12NCC(Cn3c1cc1ccccc1c3=O)O2 (configuration not stated)	105	102	109	x	105	114	103	109	129
Nc1ccc2c(c1)oc1ccccc12	94	107	115	103	83	103	83	103	98
N#[N+]c1nc2nc(N)[nH]c(=O)c2[nH]1	91	100	94	113	97	105	104	105	104
CC(=O)N1N=C(c2ccccc2)CC1c1sc(N(CCCl)CCCl)nc1Cl (configuration not stated)	93	96	89	96	88	99	94	101	98
O=C(Cc1ccccc1)OCC(Br)CBr (configuration not stated)	104	110	83	102	100	103	98	116	101
O=NNc1c[nH]c(=O)[nH]c1=O	85	94	88	111	79	110	106	101	98
CC(C)Nc1ccc(Nc2ccccc2)cc1	13	28	28	7.4*	9.1*	39	33	28	65
COc1ccc2c(c1)c(-c1nc(-c3c[nH]c4ncccc34)cs1)cn2CCCCN1CCOCC1	4.8*	56	78	58	30	49	52	51	58
CCC(=O)Nc1ccccc1	102	102	95	126	93	117	115	x	103
COc1ccc(C(O)(C(=O)OCC[N+]2(C)CCCCC2)c2ccc(OC)cc2)cc1	89	94	96	109	86	113	107	125	107
COc1ccc(C2=NN(c3ccccc3)C(c3sc(N(CCCl)CCCl)nc3Cl)C2)cc1 (configuration not stated)	94	88	76	93	69	106	87	92	90
CC[C@H](C)[C@H](NC(=O)c1ncccn1)C(=O)N(C)[C@H](C[C@@H](OC(C)=O)c1nc(C(=O)N[C@@H](Cc2ccccc2)C[C@H](C)C(=O)OC)cs1)C(C)C	17	23	44	-18*	28	9.5*	31	51	74
CC(C)CS(=O)(=O)C(c1ccccc1)c1ccccc1	110	111	105	103	99	106	102	108	95
CCOC(=O)Nc1cc(Cl)c([N+](=O)[O-])c(NC(=O)OCC)n1	102	65	103	103	92	107	75	112	104
Oc1cc[c]([Hg][Cl])cc1	86	105	135	91	100	94	95	100	116
c1ccc2c(c1)CCNC2	94	102	87	108	91	118	103	110	103
O=C1C(Br)CS(=O)(=O)CC1Br (configuration not stated)	103	107	100	120	97	113	111	112	99
Cc1cc2c(cc1-c1cc(/C=C/C(=O)O)ccc1C(F)(F)F)C(C)(C)CCC2(C)C	42	61	73	63	39	73	68	64	117
CCC[CH2][Sn]1([CH2]CCC)[O]C(=O)c2cccc([N+](=O)[O-])c2C(=O)[O]1	x	-93*	12	-99*	-68*	-97*	-90*	-92*	-96*
COc1cc2c(cc1OC)CNCC2	93	101	95	111	96	108	100	119	109
CC1CC(NCC(O)CO)CC(C)(C)C1 (configuration not stated)	95	106	99	114	95	93	109	104	103
CCOP(=O)(OCC)/C(C#N)=C/c1cccn1N(C)C	86	90	96	106	94	113	102	105	107
COc1cc2c(O[C@@H]3OC[C@H](OC(C)=O)[C@H](OC(C)=O)[C@H]3O)c3c(c(-c4ccc5c(c4)OCO5)c2cc1OC)C(=O)OC3	29	24	24	59	26	43	42	51	73
O=C(CBr)Nc1ccccc1	92	98	113	98	95	102	90	92	128
Cc1cc([N+](=O)[O-])ccc1O	93	103	92	108	98	105	100	105	105
NC(c1ccccc1)c1ccc(Cl)cc1 (configuration not stated)	61	71	86	103	67	91	73	93	58

An excerpt from above in order of SMILES length, rising.
SMILES	U251	OVCAR-8	SK-OV-3	OVCAR-3	PC-3	DU-145	SF-268	OVCAR-4	OVCAR-5
c1ccc2c(c1)CCNC2	94	102	87	108	91	118	103	110	103
O=C(CBr)Nc1ccccc1	92	98	113	98	95	102	90	92	128
COc1cc2c(cc1OC)CNCC2	93	101	95	111	96	108	100	119	109

New compounds follow
SMILES	U251	OVCAR-8	SK-OV-3	OVCAR-3	PC-3	DU-145	SF-268	OVCAR-4	OVCAR-5
COc1c(C(C)(C)C)cc([N+](=O)[O-])c(C)c1[N+](=O)[O-]	94	98	102	107	92	100	103	109	92
C[N+](C)(C)Cc1cc(Cl)ccc1O	99	99	110	109	100	108	106	93	101
O=C1N[C@@H]2[C@@H](O)[C@@H](O)[C@H](O)C[C@H]2c2cc3c(c(O)c21)OCO3	-10*	-7.7*	-11*	-11*	-8.7*	-19*	-4.4*	-24*	-13*
COc1ccc(Nc2ccc([N+](=O)[O-])cc2[N+](=O)[O-])cc1CN(CCCl)CCCl	30	31	48	20	47	36	25	53	50
Cc1ccc(C[As+](c2ccccc2)(c2ccccc2)c2ccccc2)cc1	11	9.1*	-4.8*	14	8.0*	24	24	24	32
O=C(O)CNCP(=O)(O)O	98	104	113	119	106	121	113	111	120
COC(=O)C1(C(=O)OC)N=C(C)OO1	88	102	104	131	101	115	110	103	102
CCC1(CCC(C)C)C(=O)NC(=S)NC1=O	109	102	124	110	102	115	104	113	104
CCCCN(CCCC)CCc1ccc(O)cc1	98	102	103	114	95	111	109	x	102
CC(=O)O[C@H](C[C@H](C(C)C)N(C)C(=O)[C@@H](NC(=O)[C@H]1CCCCN1C)C(C)C)c1cccc(C(=O)N[C@@H](Cc2ccccc2)C[C@H](C)C(=O)O)n1	11	1.6*	23	-50*	26	0.4*	23	42	33
O=C1/C(=C\c2ccccc2)N2CCC1CC2	95&92	101&103	99&120	114&108	93&96	105&110	105&100	100	97&93
CN(C)C(=O)Oc1cccc(Cl)c1	101	98	95	98	105	101	97	102	101

For convenience, some entries already given:
SMILES	U251	OVCAR-8	SK-OV-3	OVCAR-3	PC-3	DU-145	SF-268	OVCAR-4	OVCAR-5
COc1c(C(C)(C)C)cc([N+](=O)[O-])c(C)c1[N+](=O)[O-]	94	98	102	107	92	100	103	109	92
C[N+](C)(C)Cc1cc(Cl)ccc1O	99	99	110	109	100	108	106	93	101
O=C1N[C@@H]2[C@@H](O)[C@@H](O)[C@H](O)C[C@H]2c2cc3c(c(O)c21)OCO3	-10*	-7.7*	-11*	-11*	-8.7*	-19*	-4.4*	-24*	-13*
COc1ccc(Nc2ccc([N+](=O)[O-])cc2[N+](=O)[O-])cc1CN(CCCl)CCCl	30	31	48	20	47	36	25	53	50
Cc1ccc(C[As+](c2ccccc2)(c2ccccc2)c2ccccc2)cc1	11	9.1*	-4.8*	14	8.0*	24	24	24	32
O=C(O)CNCP(=O)(O)O	98	104	113	119	106	121	113	111	120

The list goes on:
SMILES	U251	OVCAR-8	SK-OV-3	OVCAR-3	PC-3	DU-145	SF-268	OVCAR-4	OVCAR-5
Cc1ccc(-n2c(=S)[nH]c3ccc(C)cc3c2=O)cc1	94&96	102&89	93&99	94&111	96&95	103&108	97&102	101&100	103&120
ClCCN(CCCl)c1ccc(/C=N/Nc2ncnc3nc[nH]c23)cc1	68	80	83	98	232	63	59	80	124
C#CC[Se]C(=O)c1ccc(C(=O)[Se]CC#C)s1	45	76	110	84	45	56	105	103	81
CCCCCC(C)NC (configuration not stated)	91	104	95	113	73	110	97	106	99
CCOC(=O)/C=C(\C)Nc1ccc(N/C(C)=C/C(=O)OCC)c2c1Oc1ccccc1O2	99	97	107	93	103	110	107	114	106
CCCCc1ccc(NC2=NCCCS2)cc1	93	56	106	100	x	105	102	104	x
CC(C)(Cl)C(N)=O	112	104	106	110	112	104	99	102	118
